QS inhibitor: S. aureus quorum sensing inhibitors, primary screen, RNAIII-GFP reporter, flow cytometry. S. aureus RN6390 RNAIII-GFP reporter, AIP-induced, flow cytometry 3 h. inhibition, % at 2 µM. actives 0.3% (n = 24,000). AID 527, 2006;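 active means share of bacteria positive for the green fluorescent reporter and its mean brightness both inhibited by 50% or more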;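 further: 0% = AIP-stimulated control and 100% = unstimulated bacteria without AIP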
QS inhibitor GFP MFI %: second read-out of QS inhibitor, no call of its own (marks repeat the call); inhibition, %; measured here: inhibition of GFP MFI
* marks the source's active call; other numbers are inactive results.

SMILES | QS inhibitor | QS inhibitor GFP MFI %
CC(=O)N1CCc2cc(C(=O)CN3CCC(C)CC3)ccc21 | -3 | 1
CCOC(=O)CSc1nnc(CNC(=O)c2ccco2)n1-c1ccc(F)cc1 | 1 | 38
Cn1nc(CC(=O)Nc2ncc(Br)s2)c2ccccc2c1=O | 0 | 23
Cc1cc(N2CCN(C3CCCC3)CC2)n2c(nc3ccccc32)c1C#N | -1 | -4
CCOc1ccc2nc(C)cc(C(=O)O)c2c1 | -2 | -5
CCc1nn(C(C)C(=O)N2CCN(Cc3ccccc3)CC2)c(=O)c2cc3occc3n12 (stereo not drawn) | 5 | 17
COc1ccc(CCNC(=O)Cn2cnc3c(cnn3C(C)(C)C)c2=O)cc1OC | 8 | 15
CCCOc1ccc(C2c3c(oc4cc(C)c(C)cc4c3=O)C(=O)N2CCCN(C)C)cc1 (stereo not drawn) | 12 | 30
CN(C)c1ccc(-c2nc3ccccc3n2C)cc1 | 5 | 19
CCOc1ccc(N2CC(C(=O)Nc3ccccc3OC)CC2=O)cc1 (stereo not drawn) | 4 | 16
Cc1ccc(S(=O)(=O)N2CCOCC2)cc1C(=O)Nc1nc(-c2cccnc2)cs1 | 0 | -10
COc1cccc(CNC(=O)CN(c2cc(C)cc(C)c2)S(=O)(=O)c2c(C)noc2C)c1 | 1 | 6
Cc1ncc([N+](=O)[O-])n1CC(O)CCl (stereo not drawn) | -2 | -4
COc1ccc(CNC(=O)C2CCN(C(=O)N3CCOc4ccc(C)cc43)CC2)cc1 | 3 | 16
CCOC(=O)CC(=O)CSc1nc2c(c(C)c1C#N)CCC2 | -2 | -3
CC(C)(C)c1cc(C(=O)O)nn1-c1ccccc1 | -1 | -8
Cc1n[nH]c(C)c1S(=O)(=O)N1CCCC(C(=O)Nc2ccc3c(c2)OCCO3)C1 (stereo not drawn) | 0 | 6
CCOC(=O)N1CCN(Cc2nc3c(c(=O)n(C)c(=O)n3C)n2Cc2ccc(F)cc2)CC1 | 1 | 8
COCCNc1oc(-c2ccc(C)cc2)nc1C#N | -1 | -7
O=C(NCc1ccc2c(c1)OCO2)C1CCN(S(=O)(=O)c2ccc(Br)s2)CC1 | 0 | 2
O=C(NCCCc1ccccc1)C1CCN(c2nnc(-n3cccc3)s2)CC1 | -14 | -16
O=C(CCCCn1c(=O)[nH]c2ccccc2c1=O)N1CCN(c2ncccn2)CC1 | -2 | -16
CCCCNC(=O)c1cc(-c2ccc(OC)cc2)on1 | 4 | 13
COc1cc2c(cc1OC)C(C(=O)O)C(c1ccc(C)o1)N(C)C2=O (stereo not drawn) | -1 | -8
CCC(=O)N1c2ccc(S(=O)(=O)CCC(=O)N3CCN(c4ccccc4)CC3)cc2CC1C (stereo not drawn) | 6 | 12
COc1cc(-c2nn3c(-c4cccnc4)nnc3s2)cc(OC)c1OC | 0 | -26
O=C(Nc1nnc(COc2ccc(F)cc2)s1)c1cccs1 | -1 | 4
COc1cccc2sc(NC(=O)c3ccc(S(=O)(=O)N4CCOCC4)cc3)nc12 | 12 | 25
c1nc(NCC2(N3CCOCC3)CCCCC2)c2ccsc2n1 | -1 | -3
c1ccc(C2CC(c3cccs3)n3nnnc3N2)cc1 (stereo not drawn) | -1 | 7
CC(C)CC(NS(=O)(=O)c1ccc2c(c1)oc(=O)n2C)C(=O)NC1CCCc2ccccc21 (stereo not drawn) | -2 | -33
CCCCN1CC(COc2ccccc2)OC1=O (stereo not drawn) | -1 | -14
CCOC(=O)N1CCC(NC(=O)C2CCCCN2S(=O)(=O)c2ccc(F)cc2)CC1 (stereo not drawn) | -5 | -13
COc1ccccc1C1CC(=O)NC(C)=C1C(=O)OCC1CCCO1 (stereo not drawn) | 1 | 19
COc1ccc(S(=O)(=O)N2CCCC(C(=O)NCc3ccccn3)C2)cc1 (stereo not drawn) | 0 | 10
Cc1cc(=O)oc(C)c1C(=O)NCc1ccc(F)cc1 | -1 | -10
O=C(NCc1n[nH]c(=S)n1-c1ccc(F)cc1)c1ccc(S(=O)(=O)N2CCCC2)cc1 | 6 | 15
Fc1ccc(C(c2ccc(F)cc2)N2CCN(C/C=C/c3ccccc3)CC2)cc1 | -4 | -20
CCN(CC)c1ccc(NC(=O)C2CCCN(S(=O)(=O)c3cnc[nH]3)C2)c(C)c1 (stereo not drawn) | -1 | -4
CC(=O)SCC(=O)N=c1sc2cc(F)ccc2n1C | -1 | 4

As entered above:
QS inhibitor result of O=C(CCCCn1c(=O)[nH]c2ccccc2c1=O)N1CCN(c2ncccn2)CC1 reads -2
QS inhibitor result of COc1cccc2sc(NC(=O)c3ccc(S(=O)(=O)N4CCOCC4)cc3)nc12 reads 12
QS inhibitor GFP MFI % result of CCCOc1ccc(C2c3c(oc4cc(C)c(C)cc4c3=O)C(=O)N2CCCN(C)C)cc1 (stereo not drawn) reads 30
QS inhibitor result of COc1ccc(S(=O)(=O)N2CCCC(C(=O)NCc3ccccn3)C2)cc1 (stereo not drawn) reads 0
QS inhibitor GFP MFI % result of Fc1ccc(C(c2ccc(F)cc2)N2CCN(C/C=C/c3ccccc3)CC2)cc1 reads -20
QS inhibitor GFP MFI % result of CC(=O)SCC(=O)N=c1sc2cc(F)ccc2n1C reads 4
QS inhibitor GFP MFI % result of CCOC(=O)N1CCN(Cc2nc3c(c(=O)n(C)c(=O)n3C)n2Cc2ccc(F)cc2)CC1 reads 8

Compound profiles, as listed above. Values in the order: QS inhibitor | QS inhibitor GFP MFI %
Profile of `COc1cccc2sc(NC(=O)c3ccc(S(=O)(=O)N4CCOCC4)cc3)nc12` : 12 | 25
Profile of `CC(C)CC(NS(=O)(=O)c1ccc2c(c1)oc(=O)n2C)C(=O)NC1CCCc2ccccc21` (stereo not drawn) : -2 | -33
Profile of `CCCCN1CC(COc2ccccc2)OC1=O` (stereo not drawn) : -1 | -14
Profile of `CC(=O)SCC(=O)N=c1sc2cc(F)ccc2n1C` : -1 | 4

Next part
SMILES | QS inhibitor | QS inhibitor GFP MFI %
COc1cccc2cc(C(=O)n3ccc(C)n3)c(=O)oc12 | 1 | 6
COc1cccc(NC(=O)CSc2nnc(Cc3cccn3C)n2-c2ccc(F)cc2)c1 | 3 | 11
CC(NC(=O)c1cnc2n(c1=O)CCS2)c1ccccc1 (stereo not drawn) | 0 | 14
O=C(Nc1ccc(F)cc1F)c1cc(-c2ccco2)on1 | -2 | 5
COc1cc(C2c3c(oc4c(C)cc(C)cc4c3=O)C(=O)N2Cc2cccnc2)cc(OC)c1OC (stereo not drawn) | 1 | 8
CCN1C(=O)C(O)(CC(=O)c2ccc3c(c2)OCCO3)c2ccccc21 (stereo not drawn) | 1 | 7
CCOC(=O)C1CCN(c2nc3ccccc3nc2C(C#N)C(=O)OC(C)C)CC1 (stereo not drawn) | -1 | 30
CCOC(=O)c1c(C)c(C(=O)NC2CCCCCC2)c(C)n1C | 1 | -4
COc1ccc(CC(=O)Nc2ccc(OC)c(NC(=O)c3ccco3)c2)cc1 | -6 | -19
N#Cc1nc(COc2ccccc2Cl)oc1N1CCCCCC1 | 2 | 23
COC(=O)c1cn(NC(=O)C2CCCCC2)c(=O)c2ccccc12 | -4 | -16
CC(=O)c1ccc(OCC(O)CN2CCN(c3ccccn3)CC2)cc1 (stereo not drawn) | 0 | 15
COc1ccc(NC(=O)CSc2nnc(CNC(=O)COc3ccc(Cl)cc3)o2)c(OC)c1 | 0 | 28
c1ccc2c(-c3nc(-c4ccncc4)no3)cccc2c1 | 0 | -1
O=C(CCCc1c[nH]c2ccccc12)N1CCN(c2ccc(N3CCOCC3)nn2)CC1 | 14 | 19
CC(=O)Nc1cccc(NC(=O)c2oc3ccccc3c2C)c1 | -2 | -5
CCN1CCN(Cc2ccc(NC(=O)Nc3ccccc3Cl)cc2)CC1 | 1 | 1
Cc1cccc(-c2nc(CS(=O)CC(=O)NC3CCCC3)c(C)o2)c1 (stereo not drawn) | 0 | 10
O=C(CCn1c(=O)[nH]c2ccccc2c1=O)Nc1ccccc1 | -2 | 2
COC(=O)C(C)C1Sc2ccccc2NC1=O (stereo not drawn) | 0 | -21

3 compounds already listed, sorted by formula weight, ascending.
SMILES | QS inhibitor | QS inhibitor GFP MFI %
O=C(Nc1ccc(F)cc1F)c1cc(-c2ccco2)on1 | -2 | 5
COC(=O)c1cn(NC(=O)C2CCCCC2)c(=O)c2ccccc12 | -4 | -16
COc1ccc(S(=O)(=O)N2CCCC(C(=O)NCc3ccccn3)C2)cc1 (stereo not drawn) | 0 | 10

Continued.
SMILES | QS inhibitor | QS inhibitor GFP MFI %
Cn1c(=O)c2c(nc(SCCCC#N)n2Cc2ccccc2F)n(C)c1=O | -2 | -11
CCN1CCN(c2ncnc3sc(C(=O)Nc4ccccc4F)c(C)c23)CC1 | -2 | -2
CCN(C(=O)c1ccnc(C(C)(C)C)c1)c1ccccc1 | 0 | 7
CCOC(=O)C(C)n1nc(C)c2sc3ccccc3c2c1=O (stereo not drawn) | 0 | 14
O=C(CSc1nnc(-c2cccnc2)o1)Nc1ccccn1 | 0 | -5
CCn1c(=O)cc(SCC(=O)Nc2ccc3c(c2)OCO3)c2ccccc21 | 4 | 8
COc1cccc(-c2noc(N)c2C#N)c1 | -1 | 10
Cc1cccc(N2CCN(C(=O)c3ccc(N4CCCC4=O)cc3)CC2C)c1 (stereo not drawn) | 7 | 11
O=C(CCn1nc(-c2ccccc2)ccc1=O)N1CCOCC1 | 2 | 6
COc1cc(NC(=O)c2cc(-c3ccco3)on2)c(OC)cc1Cl | -3 | -7
Cc1nc2ccc(S(=O)(=O)NC(C(=O)Nc3nccs3)C(C)C)cc2s1 (stereo not drawn) | -5 | -23
COc1cccc(C2CC(=O)Nc3c2c(=O)n(C)c(=O)n3C)c1OC (stereo not drawn) | 0 | 5
COc1ccc(OC)c(-c2cc(C(=O)NCCCn3ccnc3)no2)c1 | -3 | -26
O=C(COc1ccc(Cl)cc1)NCc1nnc(SCC(=O)NCc2ccc3c(c2)OCO3)o1 | 12 | 34
Cc1cccc(NC(=O)CSc2nnc(NC(=O)CN3CCOCC3)s2)c1 | 3 | -11
O=C(Nc1cccc(-c2nc3cccnc3s2)c1)c1ccco1 | 7 | 15
CCn1nnnc1SCC(=O)Nc1nnc(C(C)C)s1 | -1 | 10
CCOC(=O)CSc1nnc(CNC(=O)c2ccc(S(=O)(=O)N3CCCC3)cc2)n1C | -2 | -7
Cc1ccc2oc(=O)c3cc(C(=O)N4CCN(c5ncccn5)CC4)sc3c2c1 | 0 | 42
CC(=O)Nc1c(-c2ccc(F)cc2)nc2ccccn12 | -1 | 8
CCOC(=O)C1=C(C)N=C2SCCC(=O)N2C1c1cc(Br)ccc1OC (stereo not drawn) | 1 | -10
O=C(NCc1ccccc1)c1cc(S(=O)(=O)N2CCC3(CC2)OCCO3)ccc1F | -1 | 5
O=C1c2cccnc2C(O)N1Cc1ccco1 (stereo not drawn) | -2 | -3
CCN(CC)CCN1C(=O)C(=O)/C(=C(/O)c2c(C)[nH]c(C(=O)OC)c2C)C1c1ccccc1OC (stereo not drawn) | -1 | 0
Cn1c(=O)n(CCc2ccccc2)c(=O)c2c1nc1n2CCN1c1ccccc1 | 4 | 10
Cc1ccc(Cn2nnc3c(=O)[nH]c(C4CCN(S(=O)(=O)c5ccc(F)cc5)CC4)nc32)cc1 | -1 | 2
CCCCCC1CC(CC(C)C(=O)Nc2nncs2)C(=O)O1 (stereo not drawn) | 4 | 9
Cc1cc(C)n2nc(SCC(=O)Nc3ccc(F)cc3)nc2n1 | 1 | -4
Nn1c(SCC(=O)Nc2ccc3c(c2)OCO3)nnc1C1CCCCC1 | -2 | -8
COCCCNC(=O)CS(=O)Cc1nc(-c2ccccc2C)oc1C (stereo not drawn) | 0 | 6
Cn1c(CNc2ccccc2O)nc2ccccc21 | 4 | 17
CC(C)COc1ccc(C(=O)OCCN2CCOCC2)cc1 | 0 | -13
CCOc1ccc(Cc2nn[nH]n2)cc1 | -1 | -1
Cc1ccccc1OCCN1C(=O)NC2(CCc3ccccc32)C1=O (stereo not drawn) | -1 | -14
COc1cc2c(cc1OC)C(C(=O)Nc1ccc3c(c1)OCCO3)C1c3ccccc3CCN1C2=O (stereo not drawn) | 0 | 16
O=C(CSc1nccn1-c1ccc(F)cc1)Nc1ccc2c(c1)OCO2 | 2 | 7
O=C(CN1CC(=O)Oc2ccccc21)OCC(=O)c1cccc(Br)c1 | -1 | -5
O=C(Oc1ccc2c(c1)CCC2)N1CCOCC1 | 0 | 0
Fc1ccc(C2CC(c3ccccc3)Nc3ncnn32)cc1 (stereo not drawn) | 8 | 19
CCCCCn1c2nc3ccccc3nc2c2c(=O)n(CC(C)C)cnc21 | -1 | -5
O=C(CC1Oc2ccccc2NC1=O)NCCCN1CCCC1=O (stereo not drawn) | 2 | 12
Cc1cccc(-n2c(Cc3cc(=O)[nH]c(=O)[nH]3)nnc2SCC(=O)NCC2CCCO2)c1 (stereo not drawn) | -9 | -18
CC(=O)n1nc(-c2ccco2)nc1N | -6 | -22
Cc1noc(C)c1S(=O)(=O)Nc1ccc(C(=O)NCc2ccccc2)cc1 | -5 | -20
Cc1ccc(C(C(=O)NC2CCCCC2)N2CCCC2)cc1 (stereo not drawn) | -3 | -9
CCOc1cc(C(=O)NCC2CCCO2)cc(OCC)c1OCC (stereo not drawn) | 0 | 1
O=C(NCC1CCCO1)C1CC(=O)N(c2ccc(F)c(Cl)c2)C1 (stereo not drawn) | 2 | 6
CCN1CCN(Cc2c(C)[nH]c3ccc(OC)cc3c2=O)CC1 | 0 | -1
Nc1c(C(=O)CCC(=O)O)oc2ccc(Cl)cc12 | -2 | -1
Nc1ccc(-c2nc3ccc(-c4nc5ccccc5o4)cc3[nH]2)cc1 | 3 | 13
COc1ccccc1-n1cc(C(=O)NCC(=O)N2CCN(c3ccccn3)CC2)c2ccccc2c1=O | 1 | 13
O=C(NCc1ccco1)C1CC(=O)N(c2ccc(F)cc2)C1 (stereo not drawn) | 1 | 7
COc1ccc2nc3oc(C(=O)N4CCCCC4)cc3cc2c1 | 1 | 3
Cc1ncoc1C(=O)Nc1ccc(Oc2ccccc2)cc1 | -5 | -22
O=S(=O)(c1ccc(F)c(Cl)c1)N1CCCC1 | 1 | 10
N#CCSc1nc2[nH]ncc2c(=O)n1-c1ccccc1Br | -1 | -6

Screening data deposited in PubChem BioAssay by NMMLSC.

The list is partial (hit frequency here may not be typical).
